# Assay outcomes from PubChem BioAssay.
# bovine MsrA act: bovine methionine sulfoxide reductase A activation. purified bovine MsrA, absorbance read-out. 360,000 compounds, 0.3% hits. activation, % at 10.6 µM. AID 602163; in the data active = activation above about 7.5%;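 also: 0% = vehicle and 100% = reference activator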
# eLon inh: E. coli protease La inhibition; P0A9M0; purified E. coli Lon protease, fluorescence polarization; inhibition, % at 7.94 µM; 360,000 compounds, 0.42% hits; AID 602123; in the data active = inhibition above about 13%, passing the limit was not always enough;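 also: 0% = enzyme with probe and DMSO and 100% = no enzyme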
# MsrA inhibitor: inhibits bovine methionine sulfoxide reductase A. purified bovine MsrA, absorbance read-out. inhibition, % at 15.5 µM. 360,000 compounds, 0.75% hits; in the data active = inhibition above about 4.5%;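 also: 0% = vehicle wells with enzyme and 100% = reference inhibitor wells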
# Tb MetRS inh: Trypanosoma brucei MetRS inhibition; purified T. brucei MetRS, ATP depletion, Kinase-Glo luminescence; inhibition, % at 11.9 µM; 360,000 compounds, 0.4% hits;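 active = inhibition above a per-plate cutoff of the control wells' mean inhibition plus 3 SD, cut at about 5.5% in these data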;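 also: 0% = DMSO wells median and 100% = median of wells with control inhibitor compound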
#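 technique = Kinase-Glo luminescence, ATP depletion format | system = purified MetRS (methionyl-tRNA synthetase) enzyme from Trypanosoma brucei | timing = 15 min preincubation, 2 h reaction, all 25 °C | evaluation = percent inhibition versus plate control medians | dosing = single dose, 11.9 µM final nominal, 0.9% final DMSO | also added = substrates ATP, L-methionine and bulk Escherichia coli tRNA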
# LMPTP inh: LMPTP (human) inhibition | P24666 | inhibition, % at 20 µM | 360,000 compounds, 0.22% hits | recombinant LMPTP-A, OMFP fluorogenic substrate, fluorescence intensity;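 active = compounds that cut the enzyme signal by at least half of the control window in the single-dose screen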;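 also: plate controls were DMSO wells with enzyme plus substrate for no effect and substrate without enzyme for full effect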
# Target sequence (P24666 whole entry, looked up): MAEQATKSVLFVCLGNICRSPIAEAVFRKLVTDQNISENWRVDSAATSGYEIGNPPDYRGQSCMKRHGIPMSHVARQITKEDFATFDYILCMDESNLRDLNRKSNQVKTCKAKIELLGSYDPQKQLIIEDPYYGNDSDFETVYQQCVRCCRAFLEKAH
#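 Test system – LMPTP-A phosphatase enzyme · Quantity – 0.625 nM LMPTP-A final · Reagent – OMFP substrate, 400 µM final · Dosing – one test concentration per compound, 20 µM, with 3% DMSO overall · Timing – 50 min enzyme reaction at room temperature, protected from light · Detection – fluorescence intensity · Controls – substrate-only low control, DMSO enzyme-plus-substrate high control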
# Scp1 inh: inhibitors of human Scp-1 phosphatase | Recombinant Scp1, phosphopeptide, malachite green phosphate absorbance | inhibition, % at 20 µM | Q9GZU7 | 340,000 compounds, 0.88% hits;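 active = inhibition above about 50% at 20 µM, limit read from the data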;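 also: plate controls were DMSO wells with enzyme for no effect and wells lacking enzyme for full effect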
# Target sequence (Q9GZU7 76-261 limits assumed): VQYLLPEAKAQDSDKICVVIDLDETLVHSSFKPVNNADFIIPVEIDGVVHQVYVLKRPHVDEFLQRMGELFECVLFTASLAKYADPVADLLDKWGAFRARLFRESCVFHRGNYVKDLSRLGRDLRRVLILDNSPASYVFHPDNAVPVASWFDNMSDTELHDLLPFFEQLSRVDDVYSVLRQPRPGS
#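 System: SCP-1 catalytic domain; Reagent: Phospho 17-mer peptide substrate; Doses: one concentration, 20 µM, with 1.0% DMSO; Incubation: 45 min room-temperature reaction, 5 min colour, 30 min stabiliser; Signal: Phosphate-binding colour reagent, absorbance read at 630 nm.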
# DNMT1 inh: blocks human DNA methyltransferase DNMT1 | P26358 | DNMT1 molecular beacon, Hinp1I cleavage, fluorescence | 360,000 compounds, 0.83% hits | AID 588458 | inhibition (reported as % activation of signal), % at 10 µM; in the data active = inhibition above about 50%
# NRP1-CendR mod: NRP-1/CendR interaction modulation; 360,000 compounds, 0.85% hits; O14786; inhibition, % at 25 µM; FAM-RPARPAR peptide binding to NRP-1, fluorescence polarization; AID 602438;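 active = inhibition or corrected inhibition above about 18%, plus a signal ratio from 0.5 to 1.5, limit read from the data, passing the limit was not always enough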; also: strong numbers were not always called active
# SUMO1 PPI mod: SUMO1-SIM interaction modulation; 360,000 compounds, 0.33% hits; SUMO1 binding to a labelled peptide, TR-FRET, 1 h; inhibition, % at 20 µM; in the data active = inhibition above about 37%
# Target sequence (P63165 whole entry, looked up): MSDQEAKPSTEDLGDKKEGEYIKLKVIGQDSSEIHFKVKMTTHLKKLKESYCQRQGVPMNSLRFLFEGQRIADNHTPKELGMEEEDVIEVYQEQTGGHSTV
# STEP inh: inhibitors of human striatal-enriched phosphatase STEP; P54829; recombinant STEP, OMFP fluorogenic substrate, fluorescence; inhibition, % at 20 µM; 360,000 compounds, 0.25% hits;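 active = inhibition at 20 µM, scaled per plate between control wells, above about 37%, limit read from the data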;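 also: 0% = DMSO with enzyme and substrate and 100% = substrate only without enzyme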
# Target sequence (P54829 whole entry, looked up): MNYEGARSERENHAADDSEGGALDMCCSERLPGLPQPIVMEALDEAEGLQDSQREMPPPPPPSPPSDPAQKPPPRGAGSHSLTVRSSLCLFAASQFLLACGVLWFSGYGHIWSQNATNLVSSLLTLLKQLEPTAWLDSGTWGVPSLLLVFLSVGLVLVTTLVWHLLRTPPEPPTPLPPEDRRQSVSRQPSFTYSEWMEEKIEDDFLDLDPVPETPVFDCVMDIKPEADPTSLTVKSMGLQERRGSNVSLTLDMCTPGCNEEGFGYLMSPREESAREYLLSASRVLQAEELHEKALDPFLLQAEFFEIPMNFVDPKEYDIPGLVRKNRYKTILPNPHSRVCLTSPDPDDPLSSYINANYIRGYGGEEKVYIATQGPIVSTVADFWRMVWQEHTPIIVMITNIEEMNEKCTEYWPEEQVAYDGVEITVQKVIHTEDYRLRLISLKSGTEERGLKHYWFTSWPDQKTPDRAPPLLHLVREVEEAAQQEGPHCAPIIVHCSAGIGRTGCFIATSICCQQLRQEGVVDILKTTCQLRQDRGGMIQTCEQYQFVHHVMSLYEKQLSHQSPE
#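 System: STEP (striatal-enriched tyrosine phosphatase) enzyme, cell-free; medium: Bis-Tris pH 6.0 buffer with DTT, detergent; dosing: 20 µM, 1% DMSO; times: reaction 20 min, ambient temperature; detection: fluorescence, 480/540 nm; read-out basis: normalized % inhibition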
# The depositor's hits bear a star; . = no result given; & = joins results of further samples.
Molecule,bovine MsrA act,eLon inh,MsrA inhibitor,Tb MetRS inh,LMPTP inh,Scp1 inh,DNMT1 inh,NRP1-CendR mod,SUMO1 PPI mod,STEP inh
CCOC(=O)C1CCCN(c2c(Nc3cccc(C)c3)c(=O)c2=O)C1 (centres undefined),-4.1,-5.3,2.7,-0.4,-0.9,-9.1,-0.2,11.9,-3.7,3.7
O=C(CSc1nccc(=O)[nH]1)Nc1ccc(N2CCOCC2)c(Cl)c1,-2.9,5.2,0.0,-0.5,-5.1,6.6,-0.1,-5.7,4.4,1.4
CC(C)COC(=O)N1CCCCC1c1cc(C(=O)Nc2ccccc2)no1 (centres undefined),-1.4,9.7,-0.7,0.3,2.4,.,1.1,1.0,2.5,-2.1
Cc1ccc(-c2cc(C(=O)NC3CCCCC3)no2)cc1,-1.8,6.7,-0.9,-0.5,-0.3,-10.1,2.8,5.2,9.6,-2.1
CC1=C(C(=O)OCC(C)C)C(c2cccc(F)c2)N2C(=O)C(C)SC2=N1 (centres undefined),0.4,1.5,1.0,0.0,-0.2,-3.1,14.9,6.3,1.6,-1.2
CCOc1ccccc1NC(=O)C(C)SCc1ccccc1 (centres undefined),-2.6,-8.9,0.1,-0.4,0.8,-7.7,1.8,5.4,2.0,2.5
Cc1cc(NC(=O)CSCC(=O)N(C)Cc2ccc(F)cc2)no1,0.0,-3.5,-0.2,-0.1,-7.2,-14.2,-10.0,6.5,-120.6,-3.7
CSc1ncnc2sc(C)c(C)c12,-9.3,1.4,-0.8,-1.0,0.0,1.6,4.6,-4.7,0.8,-2.2
COc1ccc(CCNC(=O)c2c(O)c3ccccc3[nH]c2=O)cc1,-1.3,9.7,0.1,-0.5,-0.1,-4.7,8.5,13.3,-2.0,0.1
O=C(NCCN1CCOCC1)[C@H](Cc1ccccc1)N1C(=O)c2ccccc2C1=O,-2.2,1.0,1.5,-0.3,-2.3,-13.9,0.6,5.1,-2.4,-1.1
CCCNC(=O)c1ccccc1C(=O)NC1(C(=O)NCCC)CCCC1,2.1,2.6,0.3,-1.2,-1.2,-17.5,2.1,5.1,0.4,-2.2
Cc1nc2ccc(CCO)cc2s1,-0.3,-2.2,1.1,-0.4,-2.8,3.4,2.6,-1.0,1.6,-2.5
CCOC(=O)c1ccc(NC(=O)CN(C)S(=O)(=O)c2ccc(Br)s2)cc1,-3.3,3.0,0.4,-0.9,0.4,-18.4,6.6,2.8,2.2,-9.7
O=S1(=O)CC2SC(=S)N(Cc3ccccc3)C2C1 (centres undefined),-1.6,-13.5,-0.1,0.3,-2.3,-3.3,-1.0,0.6,-1.2,-3.0
CN(CC(=O)O)C(=O)c1ccccc1,-4.6,9.2,0.1,-0.8,-1.0,4.1,-0.8,11.1,-0.4,-1.5
Cn1c(CO)cnc1-c1ccccc1,-12.8,3.1,1.0,-2.4,-0.1,-7.7,1.8,10.3,6.1,0.1
Cc1ccc(C(=O)N/N=c2\sc3ccccc3n2C)cc1,-2.3,0.7,0.8,-0.7,-1.6,-1.8,-0.3,-8.3,3.4,-4.1
COC(=O)c1ccc2nc(C3CCCCC3)c(Cc3ccccc3)n2c1,-1.6,-1.9,-1.1,0.2,1.8,.,9.0,-10.0,0.1,0.3
COc1cc(C(=O)Nc2nnc(C)s2)c([N+](=O)[O-])cc1OC,-2.5,-0.9,0.8,-0.1,-1.8,-8.9,0.8,8.1,-12.0,0.6
NC(COCc1ccccc1)c1csc(Nc2ccc(C(F)(F)F)cn2)n1 (centres undefined),-1.6,-14.3,-1.6,-0.1,-2.3,.,-11.0,6.7,-35.8,-1.2
COc1cccc(OC)c1C(=O)Nc1cccc2c1CCCC2,1.1,-9.3,2.1,-0.4,-1.2,-7.3,3.0,1.8,2.8,-2.2
CCc1ccc2oc(-c3cccc(NC(=O)c4cccnc4)c3)nc2c1,-1.0,0.2,1.4,-0.1,2.5,17.3,-1.3,-8.6,-1.8,1.2
CN(c1ccccc1)S(=O)(=O)c1cccc(NC(=O)C2=NNC(=O)CC2)c1,-11.8,-8.9,0.6,-0.3,-1.3,3.3,-0.3,-5.7,2.8,-3.2
Cc1ccc(SC(c2ccccc2)C(Cn2cncn2)C(=O)c2ccccc2)cc1 (centres undefined),-0.2,2.3,-0.6,-0.3,-0.7,3.6,29.8,-2.4,-0.9,1.1
Cc1c(Br)c([N+](=O)[O-])nn1CC(=O)N1CCc2ccccc21,-3.7,-1.7,-0.3,-0.1,-0.7,-4.0,5.0,-3.6,-5.6,0.0
COc1ccc(/C(C)=N/N2C(=O)c3ccccc3NC2c2ccc(O)c(OC)c2)cc1 (centres undefined),-0.4,-2.7,2.9,-2.2,1.5,-8.0,-2.4,3.3,-1.7,1.5
O=C1[C@H]2[C@@H](/C=C/c3ccccc3)N3C(=O)CN(CCO)C(=O)[C@@]3(Cc3ccccc3)[C@H]2C(=O)N1c1ccccc1,-7.7,3.4,-0.9,-0.4,-1.8,-1.3,0.4,1.2,2.9,-3.4
O=C(Nc1nc2ccc(S(=O)(=O)N3CCCCC3)cc2s1)C1CCCO1 (centres undefined),0.3,-9.1,1.6,-0.3,-1.6,-6.0,-1.0,7.1,-1.2,-0.7
COc1cccc2sc(NNC(=O)C3COc4ccccc4O3)nc12 (centres undefined),-2.7,-6.0,1.7,-0.2,0.8,-8.3,-8.0,6.4,-0.4,-2.4
C/C(=N\NC(=O)NC1CCCCC1)c1ccc(Cl)s1,-2.0,-2.4,-1.5,-0.2,1.0,-15.4,0.9,3.8,-0.1,-1.5

# Ordered by number of heavy atoms (high to low): some entries from above.
Molecule,bovine MsrA act,eLon inh,MsrA inhibitor,Tb MetRS inh,LMPTP inh,Scp1 inh,DNMT1 inh,NRP1-CendR mod,SUMO1 PPI mod,STEP inh
Cc1cc(NC(=O)CSCC(=O)N(C)Cc2ccc(F)cc2)no1,0.0,-3.5,-0.2,-0.1,-7.2,-14.2,-10.0,6.5,-120.6,-3.7
COc1cc(C(=O)Nc2nnc(C)s2)c([N+](=O)[O-])cc1OC,-2.5,-0.9,0.8,-0.1,-1.8,-8.9,0.8,8.1,-12.0,0.6
O=S1(=O)CC2SC(=S)N(Cc3ccccc3)C2C1 (centres undefined),-1.6,-13.5,-0.1,0.3,-2.3,-3.3,-1.0,0.6,-1.2,-3.0

# Later entries
Molecule,bovine MsrA act,eLon inh,MsrA inhibitor,Tb MetRS inh,LMPTP inh,Scp1 inh,DNMT1 inh,NRP1-CendR mod,SUMO1 PPI mod,STEP inh
CC(=O)Oc1ccc(-c2ccc(C(=O)OCC(=O)c3c(N)n(C)c(=O)n(C)c3=O)cc2)cc1,-3.1,5.4,-0.4,-0.1,2.4,-13.6,-14.3,-11.8,8.4,-0.3
CC(c1nnc(SCC(=O)c2c(N)n(C)c(=O)n(C)c2=O)n1-c1ccc(Cl)cc1)N(C)C (centres undefined),-1.4,-3.4,0.5,0.1,-0.8,-8.9,-0.6,-6.7,-1.6,-0.4
CCCCN(C(=O)CSc1cc(C)c2ccccc2n1)c1c(N)n(Cc2ccccc2)c(=O)[nH]c1=O,1.0,-6.9,-1.5,0.2,-0.5,-3.7,-1.8,-4.7,-0.7,-2.9
Cc1ccc(C(=O)Nc2ccc3cn[nH]c3c2)cc1S(=O)(=O)N1CCCCC1,-0.6,9.8,-0.3,-0.5,1.6,-7.0,-7.1,-7.5,16.2,11.1
Cc1nc2cc(C(F)(F)F)ccc2n1C1CCN(C(=O)N2CCOCC2)CC1,-2.4,-8.9,0.2,-0.4,-0.6,-4.8,6.6,-3.5,1.7,-6.6
O=C(c1ccc(F)cc1)C1CCN(C(=O)Nc2ccccc2Cl)CC1,-4.7,-5.9,1.5,0.1,1.8,-5.5,1.4,14.4,-4.5,-3.7
Cn1ncc(Cl)c1C(=O)Nc1cccnc1,0.6,2.7,0.1,0.5,0.9,-1.9,-3.0,9.1,-0.8,-0.3
CC(C)CC(=O)Nc1ccc(C(=O)COC(=O)C2=COCCO2)cc1,-11.3,0.2,0.7,-0.3,1.1,7.9,0.2,-3.1,2.2,-3.5
Cc1cc(/C=C(\C#N)C(=O)O)c(C)n1CC1CCCO1 (centres undefined),-1.3,2.3,5.2*,-0.4,-0.7,-3.3,8.5,-0.7,-4.4,0.5
N#Cc1ccc(-c2nc3ccc(Cl)cn3c2Cc2ccccc2)cc1,-2.6,-5.3,1.4,0.2,1.9,.,-3.3,-34.5,-8.2,-3.9
C#Cc1ccc(CN2CCN(Cc3ccsc3)C(CCO)C2)cc1 (centres undefined),-2.1,-7.9,0.3,-0.1,0.7,-6.5,-8.8,-15.0,-1.5,-3.7
Cc1ccc(S(=O)(=O)N2C[C@H]3C(=O)C[C@@H](c4cccc(Cl)c4)N(S(=O)(=O)c4ccc(C)cc4)[C@H]3C[C@H]2c2cccc(Cl)c2)cc1,-6.6,-8.5,0.8,-0.2,0.8,.,-1.9,-6.4,-0.1,0.8
COC(=O)C1(C)NC(c2ccco2)C2C(=O)N(c3ccc(F)cc3)C(=O)C21 (centres undefined),-3.3,2.9,0.4,-0.6,-0.2,-10.7,-1.8,3.5,-2.1,2.3
O=C(c1ccc(F)cc1)c1ccc(N2CCCC2)cc1,0.8,-20.9,1.4,-0.3,1.9,-8.3,-8.6,7.3,-11.7,-0.1
CCCN(CCC)S(=O)(=O)c1ccc(NC(=O)Cc2cccs2)cc1,-4.2,-5.3,1.0,-0.1,3.6,61.1*,13.4,-27.2,3.1,2.3
Cc1ccsc1C(=O)NC1CCCN(Cc2ccc(Cl)cc2)C1 (centres undefined),-0.1,-7.1,1.8,-0.3,-0.8,2.4,1.1,1.5,-4.4,2.2
CC(=O)Nc1ccccc1NC(=O)C/C(C)=N/NC(=O)c1ccc([N+](=O)[O-])c(Cl)c1,-1.8,-5.6,0.2,0.3,0.2,-2.7,6.2,-8.0,-28.2,-3.2
Cc1cc(C)c(NC(=O)CSc2nccn2C)c(C)c1,-5.8,-1.3,-0.5,-0.6,-1.8,1.1,0.1,3.8,1.3,-1.1
Nc1ccc(C(=O)O)cc1,-8.3&1.0&-3.8,-2.7&-13.2&-2.8,-1.7&-0.4&-0.6,-1.9&0.6&-1.1,-2.1&0.0&0.3,-6.2&-3.5&-4.0,2.4&5.0&6.4,-7.4&1.1&1.4,-0.4&3.6&2.4,-2.3&-1.0&1.2
CCn1c(C)nc2cc(N)ccc21,-1.7,-12.7,0.1,-0.3,-1.5,-5.4,4.6,9.9,0.2,0.7
COC(=O)N/N=C/c1ccc(OS(=O)(=O)c2ccc(C)cc2)c(OC)c1,-2.0,9.3,1.2,-0.6,0.5,-8.4,0.6,8.7,-21.9,0.8
COc1ccccc1N1CCN(S(=O)(=O)c2cccc3nsnc23)CC1,-13.5,1.0,-2.1,-1.4,1.7,4.3,0.1,-3.7,-29.4,-0.9
